# Screening results from PubChem.
# MLL CXXC-DNA inh: qHTS Fluorescence Polarization Assay for Inhibitors of MLL CXXC domain - DNA interaction; Histone-lysine N-methyltransferase 2A (Homo sapiens), Q03164; MLL-CXXC / FITC-HOXA9 DNA fluorescence polarization; Potency, µM (doses to about 115 µM), inactives show at the top dose activity change, negative = inhibition, actives largely listed as inhibitors; 0.037% of 290,000 active; active = well fitted inhibition curve with a large enough effect in the polarisation, with a control signal flat, not every such curve was filed as active; inconclusive = small, poorly fitted or top-dose-only effect, or effect the other way, or a change in a side signal; inactive = no such curve, though single readings can be large or run the other way; the % refers to the polarisation
#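 Purified MLL-CXXC (added from a 7 uM solution) was preincubated 5 min at ambient with pinned compounds in 50 mM Tris-HCl pH 7.5, 50 mM NaCl, 1 mM DTT, 0.05% BSA. Fluorescein-labeled HOX-A9 DNA (50 nM solution) followed, 30 min, then polarization read.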
# MBNL1 CUG block: qHTS Assay for Inhibitors of MBNL1-poly(CUG) RNA binding; Muscleblind-like protein 1 (Homo sapiens), Q9NR56; TR-FRET MBNL1-His/biotin-(CUG)12 binding, 665/545 ratio; Potency, µM (series often up to 57.5 µM), inactives show top-dose activity change, negative = inhibition, actives largely listed as inhibitors; 0.036% of 280,000 active; active = well fitted inhibition curve with a large enough effect in the signal ratio, with a control signal flat, not every such curve was filed as active; inconclusive = small, poorly fitted or top-dose-only effect, or effect the other way, or a change in a side signal; inactive = no such curve, though single readings can be large or run the other way; the % refers to the signal ratio; also: % is scaled to controls: 0 for no effect and ±100 for the full control effect
#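 Compounds (final 92 nM to 58 uM) are added to His-tagged MBNL1 and biotin-(CUG)12, then terbium anti-His antibody and streptavidin-XL665 (5 nM final). After 60 min at room temperature, the 665/545 nm ratio is read.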
# Gal4-VP16 FLuc: VP16 counterscreen qHTS for inhibitors of ROR gamma transcriptional activity; Drosophila S2 Gal4-VP16 UAS-luciferase, luminescence, 20 h; Potency, µM (doses to about 53.6 µM), for inactives: at the highest dose activity, negative = inhibition, actives largely listed as inhibitors; 3.5% of 310,000 active; AID 2546, 2010;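 also: Gal4-VP16 expression switched on by copper sulfate through the metallothionein promoter; % is scaled to controls: 0 for no effect and ±100 for the full control effect; nearly all actives have a fitted effect of over 50% in size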
# NPC1 prom act: qHTS Assay for NPC1 Promoter Activators; Huh7 NPC1 promoter luciferase reporter, 24 h; Potency, µM (titrated, usually from 9.22 µM), inactives show top-dose activation, hits mostly activators; 2.4% of 320,000 active;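 also: % of control where 0% means no effect; nearly all actives have a fitted effect of over 60% in size; reporter is driven by a mutant NPC1 promoter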
#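 Compounds in DMSO were transferred onto Huh7 NPC1-luciferase reporter cells pre-incubated 2 h; after 24 h at 37 °C, Amplite reagent was dispensed and luminescence recorded 10 min later.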
# uPA surface inh: qHTS for Inhibitors of Cell Surface uPA Generation | cell surface uPA generation assay, qHTS | Potency, µM (highest dose often 38.3 µM), without a hit: top-dose activity change, negative = inhibition, usual class: inhibitors | 0.31% of 330,000 active | AID 540303, 2011; active = well fitted inhibition curve with a large enough effect; inconclusive = small, poorly fitted or top-dose-only effect; inactive = no such curve, though single readings can be large or run the other way; tested in mouse RAW 264.7 cells; also: % is scaled to controls: 0 for no effect and ±100 for the full control effect; nearly all actives have a fitted effect of over 55% in size
# Rab9 promoter act: qHTS Assay for Rab9 Promoter Activators; Huh7 Rab9 promoter-luciferase reporter, luminescence, 24 h; Potency, µM (series often up to 9.22 µM), for inactives: at the top dose activation, negative = inhibition, usual class: activators; 2.8% of 320,000 active; also: % of control where 0% means no effect; nearly all actives have a fitted effect of over 60% in size
#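 Luminescence from Amplite-detected luciferase (10 minutes, ambient) reports Rab9 promoter activation. Before that, stable Rab9-luciferase Huh7 cells (1500/well, reduced-serum OP-MEM I plus 10% FBS) were exposed to compound for 24 hours at 37C.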
# p53 reactivation: qHTS assay for re-activators of p53 using a Luc reporter | Potency, µM (top dose mostly 92.2 µM), for the others: at the top dose activity change, positive = activation, usual class: activators | 0.063% of 320,000 active | H1299 p53-A138V BP100-luciferase reporter, luminescence, 24 h; also: % of control where 0% means no effect; nearly all actives have a fitted effect of over 45% in size
#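 H1299 (p53-null), stable ts p53-A138V + BP100-Luc; 1000 cells/well, Opti-MEM/10% FBS; cpd 4 pt, 1:5; 24 h, 37 deg C, 5% CO2; detection reagent 10 min RT; luminescence.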
# BRCA1 expr up: qHTS Assay to Identify Small Molecule Activators of BRCA1 Expression; MCF7-BRCA1-FFLuc reporter, luminescence, 48 h; response scale: scaled: vehicle 0%, 10 µM genistein 100%; 1.1% of 380,000 active; Potency, µM (doses to about 46.1 µM), inactives show at the highest dose activation, actives largely listed as activators; also: nearly all actives have a fitted effect of over 80% in size; some results filed as inactive show a strong effect at the top dose
#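 MCF7-BRCA1-FFLuc cells, 2000/well in phenol-red-free MEM, attached 2 h then treated 48 h at 37 C. Luciferase luminescence read 15 min after reagent; normalized to genistein maximum activation (10microM) and DMSO, concentration-response fitted.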
# ELG1 genotoxic: qHTS screen for small molecules that induce genotoxicity in human embryonic kidney (HEK293T) cells expressing luciferase-tagged ELG1. HEK293T ELG1-luciferase reporter, luminescence, 16 h. Potency, µM (top dose mostly 46 µM), for the others: at the highest dose activity change, positive = activation, actives largely listed as activators. 1.3% of 330,000 active; also: % of control where 0% means no effect; nearly all actives have a fitted effect of over 60% in size
#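 Reporter readout depends on ELG1 protein level, which increases with genetic stress. After 16 hr compound exposure at 37 °C, luciferase activity was quantified using ONE-Glo.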
# FLuc counter: qHTS profiling assay for firefly luciferase inhibitor/activator using purifed enzyme and Km concentrations of substrates (counterscreen for miR-21 project); 6.9% of 360,000 active; purified FLuc, Km substrates, luminescence inhibition; Potency, µM (doses to about 57.5 µM), without a hit: at the highest dose activity change, negative = inhibition, actives largely listed as inhibitors; AID 588342, 2011; Luciferin 4-monooxygenase (Photinus pyralis), P08659;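 also: plate controls were vehicle for no effect and reference inhibitor for full effect; nearly all actives have a fitted effect of over 55% in size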
# Target sequence (P08659 whole entry, looked up): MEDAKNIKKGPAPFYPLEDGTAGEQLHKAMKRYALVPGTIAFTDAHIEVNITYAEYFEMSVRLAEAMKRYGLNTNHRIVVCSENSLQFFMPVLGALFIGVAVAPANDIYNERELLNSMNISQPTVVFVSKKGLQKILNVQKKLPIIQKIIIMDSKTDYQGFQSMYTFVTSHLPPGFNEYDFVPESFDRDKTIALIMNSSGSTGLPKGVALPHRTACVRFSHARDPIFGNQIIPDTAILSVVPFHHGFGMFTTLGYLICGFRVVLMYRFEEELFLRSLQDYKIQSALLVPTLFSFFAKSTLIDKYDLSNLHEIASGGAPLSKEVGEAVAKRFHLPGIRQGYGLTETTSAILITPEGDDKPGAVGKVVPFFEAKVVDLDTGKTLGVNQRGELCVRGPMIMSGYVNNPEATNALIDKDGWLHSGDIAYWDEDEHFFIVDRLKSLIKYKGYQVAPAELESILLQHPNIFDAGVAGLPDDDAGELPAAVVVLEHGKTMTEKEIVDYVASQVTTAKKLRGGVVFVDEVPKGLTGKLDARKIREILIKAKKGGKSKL
#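 Purified P. pyralis luciferase (10nM final) with 10uM D-luciferin and 10uM ATP (Km levels) in 50mM Tris acetate pH 7.5, 10mM Mg acetate, 0.01% Tween-20, 0.05% BSA; qHTS 6-point titration, ~60 µM downward; luminescence read.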
# RORgamma inh: qHTS for inhibitors of ROR gamma transcriptional activity; Nuclear receptor ROR-gamma (Mus musculus), P51450; AID 2551, 2010; Drosophila S2 Gal4-RORgamma UAS-luciferase reporter, 20 h; Potency, µM (doses to about 53.6 µM), without a hit: top-dose activity change, negative = inhibition, hits mostly inhibitors; 5.4% of 310,000 active; also: % is scaled to controls: 0 for no effect and ±100 for the full control effect; nearly all actives have a fitted effect of over 60% in size
# Target sequence (P51450 whole entry, looked up, the tested form may be a part): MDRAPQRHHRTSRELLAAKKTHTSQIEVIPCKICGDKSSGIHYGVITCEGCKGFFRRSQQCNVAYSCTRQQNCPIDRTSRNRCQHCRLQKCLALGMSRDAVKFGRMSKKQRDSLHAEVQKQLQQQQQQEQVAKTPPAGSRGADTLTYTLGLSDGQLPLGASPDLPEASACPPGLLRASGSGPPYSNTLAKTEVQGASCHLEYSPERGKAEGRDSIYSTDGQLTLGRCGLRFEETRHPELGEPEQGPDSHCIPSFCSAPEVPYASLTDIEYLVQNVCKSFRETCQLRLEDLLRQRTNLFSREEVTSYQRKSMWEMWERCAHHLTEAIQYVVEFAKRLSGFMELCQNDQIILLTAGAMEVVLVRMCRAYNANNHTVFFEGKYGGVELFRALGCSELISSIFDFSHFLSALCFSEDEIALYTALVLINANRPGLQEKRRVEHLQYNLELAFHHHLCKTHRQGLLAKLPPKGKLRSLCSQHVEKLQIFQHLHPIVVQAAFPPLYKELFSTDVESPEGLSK
#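 Stable Schneider cell line, Gal4 DNA-binding domain fused to ROR gamma, UAS-luciferase. Cmpd 1 hr RT → CuSO4 700 uM final → 20 hr RT → luciferase reagent 10 min → luminescence.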
# Numbers without * were called inactive; ? = inconclusive; / = no result given; [ ] = dose if it differs, or a comment. Unless noted, calls follow the shape of the dose curve; as a rule, active = well fitted curve in the direction sought with a large enough effect; inconclusive = small, poorly fitted or top-dose-only effect, or another doubt; inactive = no such curve, though single readings can be large; an effect the other way counts as inactive or inconclusive. Potency is read from the fitted curve at half-maximal effect. Not all compounds are listed, so the mix of outcomes need not match the whole.
SMILES,MLL CXXC-DNA inh,MBNL1 CUG block,Gal4-VP16 FLuc,NPC1 prom act,uPA surface inh,Rab9 promoter act,p53 reactivation,BRCA1 expr up,ELG1 genotoxic,FLuc counter,RORgamma inh
Brc1ccc(-c2nnc3sc(CNC4CCCC4)cn23)cc1,5%,22%,6%,2%,-8%,-3%,6%,-19%,3%,0%,15%
Cc1c(Br)c([N+](=O)[O-])nn1CC(=O)Nc1c(C)n(C)n(-c2ccccc2)c1=O,-9%,20%,4%,-1%,6%,-3%,-2%,1%,0%,-1%,9%
Cc1ccc(CNC(=O)c2cc(COc3c(F)cccc3F)on2)s1,0%,-11%,3%,-3%,3%,-5%,0%,0%,0%,-6%,39%
COc1cc([N+](=O)[O-])ccc1NC(=O)Nc1ccc(C(=O)N2CCCC2)cc1,-4%,1%,-10%,0%,10%,-2%,-4%,-21%,-4%,-14%,-1%
O=C(COC(=O)/C=C/c1ccccc1[N+](=O)[O-])NC1CC1,-6%,/,-7%,-4%,0%,2%,-6%,-20%,3%,2%,-1%
CC(C)NC(=O)c1ccc2c(c1)nnn2C,12%,-1%,/,-4%,1%,-5%,-3%,40%,4%,2%,5%[0.365 µM]
Cc1ccc(NC(=O)C(=O)c2c[nH]c3ccccc23)cc1,4%,1%,-13%,0.63µM*,?,0.79µM*,18%,141%,?,1.5µM*,-11%
COc1ccc2c(c1)CCCN2C(N)=Nc1ccc(Cl)cc1,?,15%,4%,-6%,1%,-12%,-6%,-37%,-7%,0%,40%
Cc1nc(NC(=O)c2ccccc2)sc1-c1csc(Nc2cccc(F)c2)n1,27%,26%,-24%,-5%,/,9%,5%,/,-16%,13µM*,18%
COc1ccccc1N1CCN(C(=O)c2cn(-c3ccccc3)nc2-c2cccnc2)CC1,11%,3%,1%,-1%,?,1%,-3%,-11%,5%,9.5µM*,28%
COc1ccc(/C=C/C(=O)Nc2ccccc2)cc1OC,3%,?,-4%,?,1%,3.2µM*,-4%,11µM*,?,13µM*,5%
CCOC(=O)Cn1c(=O)oc2cc(S(=O)(=O)NCc3cccs3)ccc21,7%,5%,12%,-4%,4%,1%,1%,4%,2%,5%,22%
CCCC/C(O)=C1\C(=O)CC(C)(C)CC1=NCCCCCC(=O)O,13%,-3%,8%,-5%,3%,-2%,4%,-3%,1%,1%,0%
c1ccc(SCc2cc(-c3ccccc3)no2)cc1,-1%,-1%,5%,3.5µM*,/,2.5µM*,2%,?,?,8.5µM*,6%
CC(=O)Nc1ccc(-c2cc(-c3ccc(NC(C)=O)cc3)nc(-c3ccccc3)n2)cc1,11%,0%,0%,-12%,-17%,-3%,0%,-12%,0%,1%,1%
Cc1ccc(-n2c(CSc3nc(C)cc(C)n3)nnc2SCC(=O)N2CCCC2)cc1,5%,-1%,1%,-2%,-2%,-4%,-5%,1%,1%,3%,12%
Cc1cc2cc(CNC(=O)c3ccc4c(c3)OCO4)ccc2[nH]1,-2%,4%,-17%,-3%,11%,27%,?,34%,5%,?,44%
Cc1ccc(NC(=O)C2CCN(c3nc(C)cc(C)n3)CC2)cc1,4%,9%,21%,-2%,1%,-2%,-3%,9%,-7%,2%,?
CCCCN(C(=O)CSc1nnc(-c2ccco2)o1)c1c(N)n(Cc2ccccc2)c(=O)[nH]c1=O,3%,/,-9%,2%,-7%,-6%,0%,-18%,-4%,0%,32%
COc1cc(OC)c(/C=N/NC(=O)c2ccc(Cn3nc([N+](=O)[O-])cc3C)cc2)c(OC)c1,7%,/,2%,2%,2%,-1%,0%,-1%,0%,0%,-6%
CSc1ccc(S(=O)(=O)NC(C)c2ccccc2)cc1 (stereo not given),-10%,-8%,-20%,-2%,1%,0%,-2%,0%,-8%,1%,3%
CCOC(=O)c1nn(-c2ccc(C)cc2)cc1O,-1%,-6%,-3%,4.5µM*,-6%,?,?,?,3.2µM*,7.6µM*,?
COc1ccc(C(CNC(=O)c2oc3ccc(F)cc3c2C)N2CCCCC2)cc1 (stereo not given),13%,-1%,-10%,1%,-9%,-17%,-11%,-37%,-10%,2%,-25%
O=C1NCCCC1C(=O)N/N=C/c1cccc([N+](=O)[O-])c1 (stereo not given),1%,/,-6%,-3%,8%,0%,-1%,4%,1%,-1%,0%
NNC(=O)c1oc2nc(-c3ccccc3)cc(-c3ccccc3)c2c1N,11%,?,-8%,2%,2%,-9%,2%,-82%,-2%,0%,-8%
# Continuation:
SMILES,MLL CXXC-DNA inh,MBNL1 CUG block,Gal4-VP16 FLuc,NPC1 prom act,uPA surface inh,Rab9 promoter act,p53 reactivation,BRCA1 expr up,ELG1 genotoxic,FLuc counter,RORgamma inh
CCC(C)(C)C1CCC2(CC1)NC(=O)N(CC(=O)N1CCN(C(=O)c3ccco3)CC1)C2=O (stereo not given),/,/,/,2%,18%,-11%,0%,6%,-3%,-2%,/
COc1ccccc1-c1cn(C(C)(C)C)nc1C,-1%,-6%,18%,0%,-1%,-4%,2%,-2%,-1%,-6%,14%
FC(F)(F)c1cc(-c2ccco2)nc2ncnn12,0%,?,-8%,1%,0%,1%,13%,-7%,2%,-1%,8%
Nc1ncnc(Nc2cccc(Cl)c2Cl)n1,28%,-4%,1%,-3%,0%,-7%,8%,60%,?,?,3%
Oc1ccc(/C=N/n2c(C3CCCCC3)n[nH]c2=S)c(O)c1,-1%,-2%,-3%,3%,-12%,2%,1%,16%,1%,-2%,-16%
CC1(C)CC(C2N3CC4(C)CN2CC(C)(C3)C4=O)CCO1 (stereo not given),10%,0%,3%,1%,9%,6%,-3%,1%,-1%,3%,-1%
CCOC(=O)c1c(-c2cccs2)csc1NC(C)=O,-2%,29%,4%,-1%,1%,3%,-8%,-14%,2%,-7%,31%
NC1=C([N+](=O)[O-])C(c2ccccc2)C2=C(CCCC2=O)O1 (stereo not given),6%,-7%,-4%,-5%,5%,-2%,8%,-1%,1%,-6%,-17%
O=C(Nc1ccc2c(c1)OCCO2)c1cnccn1,-1%,-1%,-10%,2.8µM*,-30%,2µM*,21%,?,5.8µM*,12µM*,-27%
O=C1c2ccccc2C(Nc2ccc(F)c(Cl)c2)N1c1ccccn1 (stereo not given),7%,5%,20%,-1%,-25%,4%,11%,-4%,-2%,-1%,18%
Fc1ccc(C(c2nnnn2Cc2cccs2)N2CCN(C3CCCCC3)CC2)cc1 (stereo not given),6%,-11%,1%,-1%,0%,-2%,-1%,-33%,1%,5%,-3%
COc1cccc(OC)c1C(=O)NNC(=O)c1ccc(F)cc1,4%,6%,3%,0%,0%,-3%,-1%,-3%,0%,1%,5%
COc1ccc(/C=C/C(=O)NC(=S)NNC(=O)Cc2cccs2)cc1,-5%,10%,?,12%,-6%,24%,?,0%,?,-12%,11µM*
c1ccc(C[n+]2csc3ccccc32)cc1,-18%,-18%,?,-3%,/,7%,4%,-2%,5%,?,?
Cc1ccc(-c2nc(C)c(C(=O)O)s2)cc1,-4%,15%,?,-14%,-4%,?,-10%,-2%,?,4.8µM*,8.9µM*
CC1CN(CCC(=O)Nc2ccc3c(c2)CCC3)CC(C)O1 (stereo not given),-4%,-3%,-1%,-5%,2%,-6%,2%,14%,2%,3%,?
O=C1CC(N2CCN(c3ccc(F)cc3)CC2)C(=O)N1Cc1cccs1 (stereo not given),-5%,-6%,/,0%,6%,-2%,-5%,-11%,-1%,5%,-1%[0.365 µM]
CS(=O)(=O)c1ccc(Cl)c(NC(=O)CSc2n[nH]c(-c3cccs3)n2)c1,/,/,/,1%,-8%,-1%,2%,0%,3%,?,/
Cn1cc(/C=C(\C#N)C(=O)Nc2cccc([N+](=O)[O-])c2)c2ccccc21,3%,11%,10%,-2%,14%,1%,1%,-31%,4%,0%,-8%
Brc1cc2c(cc1/C=N/Nc1nc(N3CCOCC3)nc(N3CCOCC3)n1)OCO2,5%,16%,-18%,7%,8%,-2%,-20%,-34%,2%,1%,2%
